Screens (PubChem BioAssay)
NCOA3 inh: inhibits human SRC3 coactivator | Q9Y6Q9 | inhibition, % at 3.6 µM | AID 588352 | HEK293 GAL4-SRC3 luciferase reporter, luminescence | 360,000 compounds, 0.17% hits;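 active means inhibition above a per-campaign cutoff, the mean of all compounds plus 3 SD, cut at about 60% in these data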;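 further: 0% = DMSO-treated cells and 100% = gossypol-treated cells at 36 µM; higher means less SRC3-driven luciferase light from the GAL4 reporter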
LMP1 NFkB inh: Epstein-Barr LMP1 NF-kappaB reporter inhibition; 350,000 compounds, 0.69% hits; LMP1-induced NF-kappaB luciferase reporter cells, luminescence; inhibition, % at 12.5 µM; in the data active means inhibition above about 41%;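 further: 0% = neutral control wells and 100% = reference inhibitor control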
NR5A2 inv ag: inverse agonists of human LRH-1 (NR5A2). O00482. inhibition, % at 3.6 µM. 360,000 compounds, 0.13% hits. HEK293T StAR-luciferase reporter, LRH-1 transfected, 24 h;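 active means inhibition above the mean inhibition of all tested compounds plus 3 SD, cut at about 73% in these data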;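 further: 0% = DMSO wells and 100% = reporter-only cells lacking LRH-1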
SRC2 inh: inhibits human steroid receptor coactivator 2. Q15596. HEK293 GAL4-SRC2 luciferase reporter, luminescence. inhibition, % at 9 µM. 370,000 compounds, 0.17% hits;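 active means inhibition above the mean inhibition of all tested compounds plus 3 SD, set per campaign, cut at about 52% in these data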;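 further: 0% = DMSO treated cells and 100% = cells given Gossypol at 36 µM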
Vif imaging: inhibitors of HIV Vif; HEK293T cells, Vif self-association by quenched fluorescence, imaging, 24 h; inhibition, % at 7.49 µM; 340,000 compounds, 0.35% hits; in the data active means inhibition above about 50%, passing the limit was not always enough; further: some results filed as inactive read as strong as hits
NR2F2 inh: inhibitors of human COUP-TFII (NR2F2); P24468; HEK293T NGFI-A luciferase reporter, luminescence; inhibition, % at 8.6 µM; 370,000 compounds, 0.7% hits; AID 686940;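 active means inhibition above a per-plate cutoff, mean inhibition of test wells between control levels plus 3 SD, cut at about 38% in these data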;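 further: cells cotransfected with COUP-TFII expression vector driving the NGFI-A reporter; 0% = median of COUP-TF2 test wells and 100% = reporter-only cells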
NOD2 RIPK2 PPI: blocks binding of human NOD2 to RIPK2; 360,000 compounds, 0.38% hits; inhibition, % at 4.98 µM; O43353; CHO BLA complementation NOD2-RIPK2, CCF4 ratio; AID 624267; in the data active means inhibition above about 21%;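 further: 0% = vehicle only and 100% = reference blocker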
C8 TRAIL sens: caspase-8 TRAIL sensitization; NB7+C8 cells + TRAIL, ATPlite viability luminescence; inhibition (viability loss, TRAIL sensitization), % at 10 µM; 360,000 compounds, 1% hits; AID 624354;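 active means compounds causing at least 50% loss of cell viability in the single-dose screen, relative to plate controls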
SRC1 inh: inhibitors of human steroid receptor coactivator 1 (SRC1). HEK293 GAL4-SRC1 luciferase reporter, luminescence. inhibition, % at 3.6 µM. 360,000 compounds, 0.12% hits. AID 588354;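 active means inhibition above the campaign mean plus 3 SD, with each screening campaign given its own cutoff, cut at about 60% in these data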;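 further: 0% = DMSO treated cells and 100% = gossypol at 36 µM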
TROY signal inh: TROY signaling inhibition; Q293 LMP1-TROYcd NF-kB luciferase reporter, 4 h; inhibition, % at 10 µM; 360,000 compounds, 0.98% hits;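 active means compounds whose plate-normalised and pattern-corrected inhibition of the luciferase reporter signal at the single screening dose is 50% or more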
TLR9-MyD88 block: inhibitors of human TLR9-MyD88 binding; CHO BLA complementation TLR9-MyD88, CCF4 FRET ratio; Q9NR96+Q99836; 340,000 compounds, 0.21% hits; AID 504734; inhibition, % at 4.98 µM;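 active means inhibition above the mean over all tested compounds plus 3 SD, cut at about 21% in these data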;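 further: 0% = DMSO only wells and 100% = clavulanate BLA inhibitor control wells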
* = called active by the depositor; nt = not tested or not shown. A portion of the library; count on the stated rates, not on these rows.

SMILES	NCOA3 inh	LMP1 NFkB inh	NR5A2 inv ag	SRC2 inh	Vif imaging	NR2F2 inh	NOD2 RIPK2 PPI	C8 TRAIL sens	SRC1 inh	TROY signal inh	TLR9-MyD88 block
COc1cccc2cc(C(=O)N(Cc3ccccc3)CC3CCCO3)c(=O)oc12 (stereo not drawn)	-6	-4	-12	-7	-8	-8	-6	-8	-10	-16	0
CS(=O)(=O)c1ccc(Oc2ccc(-c3nnco3)cc2)c([N+](=O)[O-])c1	2	-7	-13	23	-4	-2	-6	-20	-10	-4	-18
CC(C)C1NC2(C(=O)c3ccccc3C2=O)C2C(=O)N(c3ccc(F)cc3)C(=O)C12 (stereo not drawn)	14	-4	10	7	2	-21	-5	-6	-24	-26	-5
CCCCNS(=O)(=O)c1cccc(NC(=O)[C@H]2C[C@H](O)[C@@H](CO)O2)c1	-8	nt	6	13	11	-9	-2	-2	15	0	nt
COc1cccc(-c2cnc(C(O)c3c(C)cc(C)cc3C)[nH]2)c1 (stereo not drawn)	-10	nt	3	-13	1	1	1	-13	-2	11	nt
CCOc1ccc(S(=O)(=O)N(CC)CC(=O)NC2CC2)cc1	15	-1	11	16	-3	6	-3	-10	9	19	-9
O=C(COC(=O)c1nc(Cl)ccc1Cl)Nc1ccc(Cl)cc1	5	-2	-1	-27	-1	-4	-4	3	-10	4	-8
CCN(CC)S(=O)(=O)c1ccc2[nH]cc(C(=O)NCCc3ccc(OC)c(OC)c3)c(=O)c2c1	-13	4	0	-26	-9	-1	6	-10	-12	8	-2
S=C(NCCc1ccccc1)NC1CC2CCC(C1)N2Cc1ccccc1 (stereo not drawn)	13	-6	-4	8	-5	-8	-2	5	-15	-4	4
C[C@H](NC(=O)c1[nH]cnc1C(=O)N[C@H](C)c1ccccc1)c1ccccc1	6	2	4	-8	-1	-1	10	5	-4	13	1
O=C(CNC(=O)c1ccc(Oc2ccccc2)cc1)OCc1ccc(Br)cc1	22	-2	17	9	1	-5	8	-4	13	-13	3
CC(C)=CCN1CCN(Cc2cnc(-c3ccccc3)s2)CC1CCO (stereo not drawn)	19	-5	3	-4	3	-10	1	-2	3	15	-2
CSc1ccccc1C(=O)Nc1ncc(C)s1	10	-5	-16	-25	1	-4	-3	15	-37	-10	7
CC(C)OC(=O)c1cc(NC(=O)C2C3CCC(O3)C2C(=O)O)cc(C(=O)OC(C)C)c1 (stereo not drawn)	6	5	2	-24	-19	2	-27	2	1	6	-9
Cc1cccc(COc2ccccc2C(=O)NC2CCC(O)CC2)c1 (stereo not drawn)	10	-6	7	14	-7	-12	2	1	-2	-26	-3
OCC[C@@H]1C[C@H](O)[C@@H](O)[C@@]2(CCCCO2)O1	-5	0	-2	-2	-1	-8	5	-6	4	1	8
CC(C)(C)c1ccc(Cn2nc(CC(=O)O)c3ccccc3c2=O)cc1	-5	-1	10	-5	-6	0	2	-6	5	5	-2
CCCn1ncc([C@@H]2C[C@H]3CN(Cc4cccc(Cl)c4)C(=O)[C@]34CCCN24)c1C	3	-4	-11	19	-11	8	-8	-5	-2	6	-3
Cc1ccc(OCCn2c(=O)oc3ccc(C)cc32)cc1	8	-2	-20	2	5	12	1	14	-8	-44	6
NC(=O)NC(CC(=O)NCCCc1ccccc1)c1ccc(Cl)cc1 (stereo not drawn)	-8	-9	2	13	-12	4	1	-4	-7	16	-11
N#C/C(=C(\O)C(F)(F)F)c1nnc2n1CCCCC2	-49	-5	11	-13	2	8	11	-10	11	17	-8
CC(NC(=O)C(=O)NCCC1=CCCCC1)c1ccccc1 (stereo not drawn)	3	-4	13	16	-1	12	-2	4	7	-59	-6
CCOc1cc(CNCc2ccccc2)ccc1OCC(=O)NC1CCCCC1	6	-3	2	-4	11	8	1	20	-12	2	-11
Cc1cc2c(Nc3cccc(O)c3)ncnc2s1	-3	9	-13	-24	-3	-21	-11	8	-5	-9	8
O=C1CC2(CCCC2)C(=O)N1CN1CCN(S(=O)(=O)c2ccc(F)cc2F)CC1	-23	0	-18	-8	2	13	4	0	-1	-15	-8
New compounds follow
SMILES	NCOA3 inh	LMP1 NFkB inh	NR5A2 inv ag	SRC2 inh	Vif imaging	NR2F2 inh	NOD2 RIPK2 PPI	C8 TRAIL sens	SRC1 inh	TROY signal inh	TLR9-MyD88 block
O=C(COC(=O)c1ccccc1)Nc1cccc(S(=O)(=O)NC2=NCCCCC2)c1	14	0	18	0	0	2	-3	-5	-5	11	-1
CCc1ccc(C(=O)CCC(=O)Nc2ccc(OC)c(S(=O)(=O)N3CCCCC3)c2)cc1	-6	-1	12	10	nt	5	-13	-16	-7	-9	-10
CCCc1cc(C(=O)NCc2cccs2)no1	-57	-13	-70	-18	0	-67	4	-6	-55	-39	3
O=C(c1cc(-c2ccc(Cl)cc2)n(-c2ccc(Cl)cc2)n1)N1CCOCC1	15	3	15	2	2	12	7	1	3	10	-11
COC(=O)c1oc(-c2ccccc2)nc1C	11	6	1	0	-3	3	-9	-11	2	6	-8
NC(=O)C1CCN(C(=S)NCc2ccc3c(c2)OCO3)CC1	17	1	-3	5	10	-18	1	-3	1	8	-13
COc1ccc(OC)c(-n2c(=S)[nH]c3cc(C(=O)N4CCC(C(N)=O)CC4)ccc3c2=O)c1	-11	6	-1	2	4	2	0	-5	-6	-5	5
CCOC(=O)c1csc(N)n1	5	-3	1	-11	-1	23	-4	2	-13	-19	4
Cc1ccc(CNC(=O)C2CCC(=O)N(CCc3ccc(Cl)cc3)C2)s1 (stereo not drawn)	5	1	0	-26	10	3	3	-12	9	-10	0
COc1ccc(C(=O)NCC(c2cccs2)N2CCOCC2)cc1OC (stereo not drawn)	5	-7	21	-24	-3	8	6	-10	-22	-7	-1
CCOC(=O)CN1N=C(c2ccc(C)cc2)CCC1=O	-15	3	0	-23	4	5	-1	-1	-2	-1	5
CCOc1ccc(/C=N/NC(=O)c2cc3c(OC)cccc3[nH]2)cc1	5	5	14	13	-12	-6	5	9	-10	-9	2
CC(C)(C)OC(=O)C[C@@H]1C/C=C\C[C@@H](CC(=O)N[C@@H](CO)Cc2ccccc2)C(=O)N2CCC[C@H]2COC1=O	-5	1	8	-26	-3	-12	8	-6	1	-4	-16
O=C(NNS(=O)(=O)c1ccc(Cl)cc1)c1cc(-c2ccccc2)nc2ccccc12	-7	1	-1	5	3	20	-8	2	-3	12	-3
O=C(CNC(=S)N(Cc1ccccc1)Cc1cccnc1)NCc1ccccc1	14	-11	3	12	0	-17	4	-1	0	10	-2
N#CC1=C(N)N=C(SCc2ccccc2)C(C(N)=O)C12CCCCC2 (stereo not drawn)	11	1	-10	1	-5	-1	-5	6	-27	14	0
Cc1ccc(S(=O)(=O)NCc2ccco2)cc1C(N)=O	-16	-5	-28	4	-1	0	-12	20	8	-5	-4
COc1ccc2c(c1)oc(=O)c1cc(OC)ccc12	-100	-19	-112	-42	-4	-50	-14	21	-90	-62	0
CC(=O)C[C@H](O)CC(=O)[C@H]1OC(=O)[C@@H](C)CCCCc2ccccc21	-7	1	-8	-33	2	17	12	14	3	-19	-10
CCn1c(=O)cc(SCC(=O)NCCCN2CCN(c3ccccc3F)CC2)c2ccccc21	-16	4	20	nt	1	nt	-2	-3	1	-21	1
COc1cccc(CN2CCNC(=O)C2CC(=O)N(Cc2cnn(C)c2)C(C)C)c1 (stereo not drawn)	-14	0	-9	-14	3	-16	-12	0	13	-1	6
Cc1ccccc1NC(=O)Cn1c(CCC(=O)O)ccc1-c1cccs1	-4	4	-6	-2	11	14	-13	-1	3	37	1
COc1ccc(OC)c2nc(-c3ccncc3)ccc12	-11	-7	-23	-15	-11	-15	-17	-9	-10	-27	3
OC(c1ccccc1)C(CN1CCOCC1)c1ccccc1 (stereo not drawn)	15	3	-2	-5	9	-25	-13	1	-5	17	-11
NC1=NC(=O)/C(=C/c2cccc(-c3ccc(S(N)(=O)=O)cc3)c2)S1	11	0	3	-10	13	-15	0	-5	-3	-12	-16
(cont.)
SMILES	NCOA3 inh	LMP1 NFkB inh	NR5A2 inv ag	SRC2 inh	Vif imaging	NR2F2 inh	NOD2 RIPK2 PPI	C8 TRAIL sens	SRC1 inh	TROY signal inh	TLR9-MyD88 block
Cc1cc(C)c(C(=O)NCCCN2CCOCC2)c(C)c1	1	3	5	-18	0	-3	-3	-11	-2	3	7
COCCNC(=O)c1ccc2snnc2c1	7	6	2	-19	20	-10	-7	7	5	6	-2
O=S(=O)(NC1CC1)c1ccc(Cl)cc1F	-10	-9	-15	7	5	-5	12	0	17	2	-1
COc1ccc(CCNC(=O)C2CCC(=O)N(CC3CCCCC3)C2)cc1 (stereo not drawn)	-8	2	22	5	nt	-14	-17	2	2	9	0
COC(=O)c1ccc(S(=O)(=O)N2C3CCC2CC(NC(=O)NC2CCCCC2)C3)cc1 (stereo not drawn)	-63	-2	-25	-12	6	-12	-11	-5	-32	-16	2
CC(=O)c1cccc(NC(=O)c2ccc3c(c2)CCN3S(=O)(=O)c2ccccc2)c1	-11	2	-45	5	-20	-9	1	8	-3	49	6
CCN(Cc1ccccc1)C(=O)C1CCN(S(=O)(=O)c2ccc3c(c2)OCCO3)CC1	-35	-5	11	4	2	13	3	4	-29	-37	7
O=C(C[C@H]1C/C=C\CC[C@H](Cc2ccc(F)cc2)C(=O)OC[C@@H]2CCCN2C1=O)N[C@H](CO)Cc1ccccc1	-2	7	-19	3	17	8	9	-3	-10	-5	-8
C=CCON1C(=O)c2ccccc2C1=O	11	9	-18	4	4	2	3	-7	-7	-9	0
COc1ccccc1CNC(=O)CCNS(=O)(=O)c1cccc2nsnc12	14	0	-20	12	-1	16	-11	-10	-1	6	0
COc1ccc(CC(=O)N(C)CC(=O)Nc2ccccc2SC)cc1	6	-5	-6	3	2	-8	10	5	14	-11	3
O=C(CCNC(=O)C1CCN(S(=O)(=O)c2ccccc2)CC1)NCCc1ccc(Cl)cc1	18	4	-14	14	-6	3	5	2	11	-9	0
Clc1ccc(-n2ncc3c(NCCCn4ccnc4)ncnc32)cc1	-40	-19	-35	-43	-4	-20	5	-4	-30	-21	-5
CCOC(=O)N/N=C\c1ccc(OC(=O)c2ccc3c(c2)OCO3)cc1	-6	-1	-10	-67	4	-2	-19	-6	3	-17	5
COC(=O)C(Cc1ccc(O)cc1)NC(=O)C(C)NC(=O)c1ccc(C(C)(C)C)cc1 (stereo not drawn)	-6	-2	11	-7	2	-10	2	2	-9	9	-4
CS(=O)(=O)N(CC(=O)NC1CCCCCC1)Cc1ccccc1	7	-14	-17	-12	-2	-18	-13	-1	-12	12	-5
O=C1NC[C@H](c2ccccc2)OC(=O)[C@H](Cc2ccc(F)cc2)C/C=C\C[C@@H]1CC(=O)N(CCO)Cc1ccccc1	-2	-4	5	-6	0	-7	-10	4	-11	-3	-3

Grouped by structure: the entries above with an aryl thioether with sulfur outside any ring
SMILES	NCOA3 inh	LMP1 NFkB inh	NR5A2 inv ag	SRC2 inh	Vif imaging	NR2F2 inh	NOD2 RIPK2 PPI	C8 TRAIL sens	SRC1 inh	TROY signal inh	TLR9-MyD88 block
CSc1ccccc1C(=O)Nc1ncc(C)s1	10	-5	-16	-25	1	-4	-3	15	-37	-10	7
CCn1c(=O)cc(SCC(=O)NCCCN2CCN(c3ccccc3F)CC2)c2ccccc21	-16	4	20	nt	1	nt	-2	-3	1	-21	1
COc1ccc(CC(=O)N(C)CC(=O)Nc2ccccc2SC)cc1	6	-5	-6	3	2	-8	10	5	14	-11	3
